C2C12 statin = suppression of simvastatin myotoxicity | 330,000 compounds, 0.78% hits | C2C12 myotubes + simvastatin, ATP luminescence, 48 h; scaled: DMSO 0, geranylgeraniol control 100 | rescue of ATP level, % at 7.49 µM;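 active = mean ATP rescue above about 67%, or every replicate alone reaching that limit, limit read from the data, passing the limit was not always enough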;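 note: myotubes were challenged with 10 µM simvastatin during compound exposure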
LGR2 antag = Drosophila LGR2 receptor signaling inhibition. inhibition, % at 9.99 µM. AID 720647. 380,000 compounds, 0.35% hits. HEK293 LGR2, CRE-luciferase, bursicon-stimulated, 4 h;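 active = drop in luminescence signal, shown as inhibition above about 50% in the replicate tests, limit read from the data, passing the limit was not always enough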;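 note: agonist challenge used bursicon conditioned medium at about half maximal strength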
Casp6 inh = inhibitors of human caspase-6; P55212; purified caspase-6, Z-VEID-R110 cleavage fluorescence; inhibition, % at 12.5 µM; 350,000 compounds, 0.53% hits;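 active = mean inhibition across replicates at least about 35%, with every replicate also reaching that limit, limit read from the data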;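 note: 0% = median of neutral control wells and 100% = no fluorescence left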
Target sequence (P55212 24-179 limits assumed): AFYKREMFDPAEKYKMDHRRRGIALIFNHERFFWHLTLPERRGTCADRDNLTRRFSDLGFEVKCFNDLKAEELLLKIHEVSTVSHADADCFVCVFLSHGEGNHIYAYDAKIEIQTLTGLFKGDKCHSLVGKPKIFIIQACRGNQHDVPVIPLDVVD
Target sequence (P55212 194-293 limits assumed): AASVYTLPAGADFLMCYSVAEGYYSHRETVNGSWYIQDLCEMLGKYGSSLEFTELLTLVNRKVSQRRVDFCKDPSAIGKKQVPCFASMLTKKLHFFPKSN
FN deposition inh = fibronectin deposition inhibition | AH1F fibroblasts, Alexa488-fibronectin deposition fluorescence, overnight | inhibition, % at 12.6 µM | 350,000 compounds, 0.086% hits | AID 743247;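 active = mean inhibition across replicates of 30% or more, regardless of how many single replicates reach that level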;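 note: positive control wells lacked labelled fibronectin entirely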
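Assay system: AH1F fibroblasts assembling fluorescent fibronectin matrix; Amount: 10000 AH1F cells per well; Buffer or medium: DMEM, 2% serum; Probe or stimulus: Alexa488-fibronectin, 24 nM final in well; Doses: single compound dose, delivered by pin transfer; Incubation: 1 h adhesion, overnight exposure; Measured by: fluorescence 485/525 nm; Read-out: fibronectin deposition inhibition.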
S100A4 MyoIIA = blocks human S100A4 binding to myosin IIA peptide. S100A4/TAMRA-MyoIIA peptide fluorescence polarization. inhibition, % at 10.7 µM. 360,000 compounds, 0.14% hits. AID 652163;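 active = mean inhibition of at least 70% across replicates, with every replicate also reaching that level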
Target sequence (P26447 whole entry, looked up): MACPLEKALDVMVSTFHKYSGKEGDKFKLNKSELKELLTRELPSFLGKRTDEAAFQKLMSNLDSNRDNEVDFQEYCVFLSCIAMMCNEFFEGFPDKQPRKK
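Material: S100A4 monomer protein | Medium: HEPES pH 7.2 with CaCl2, KCl, NaCl, DTT, Triton | Reagent: Labelled myosin peptide probe, 5 nM | Doses: One dose per compound | Times: 5 min incubation before reading | Benchmarks: Neutral control DMSO, positive control TFP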
esBAF inh = SWI/SNF esBAF complex inhibition | reporter increase, % at 12.5 µM | 350,000 compounds, 2% hits | mouse ES cells, Bmi1-luciferase knock-in reporter, 24 h; 100% = twice the neutral-well signal; in the data active = activation above about 40%;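 note: 0% = median of the plate's neutral control wells and 100% = double that signal; a rise in the Bmi1 reporter signal indicates esBAF inhibition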
SIRT5 inh = sirtuin-5 (human) deacylase inhibition | Q9NXA8 | Purified SirT5, succinyl-peptide AMC, trypsin-coupled fluorescence | inhibition, % at 15 µM | 330,000 compounds, 1.1% hits | AID 652115; in the data active = inhibition above about 15%
Target sequence (Q9NXA8 whole entry, looked up): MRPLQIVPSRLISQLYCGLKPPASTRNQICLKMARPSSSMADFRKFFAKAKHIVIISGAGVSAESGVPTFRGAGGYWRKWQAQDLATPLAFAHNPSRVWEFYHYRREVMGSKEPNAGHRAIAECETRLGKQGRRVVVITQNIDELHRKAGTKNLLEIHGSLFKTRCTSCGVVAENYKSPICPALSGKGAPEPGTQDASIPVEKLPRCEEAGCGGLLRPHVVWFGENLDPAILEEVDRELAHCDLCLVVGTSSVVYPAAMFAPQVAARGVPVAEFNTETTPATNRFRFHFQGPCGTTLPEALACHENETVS
Starred values were filed as active, the others as inactive; x = not tested or not shown; & = joins results of further samples. Only part of the results is shown, so the mix of outcomes need not match the whole.

SMILES	C2C12 statin	LGR2 antag	Casp6 inh	FN deposition inh	S100A4 MyoIIA	esBAF inh	SIRT5 inh
CN(Cc1ccccc1Cl)C(=O)C1CCC(=O)N(C2CCCCCC2)C1 (stereo not drawn)	1	-9	0	-12	-3	3	3
Cc1ccc([C@@H]2CC=C(C(=O)O)[C@H](c3ccccc3F)N2S(=O)(=O)c2ccc(C)cc2)cc1	10	-1	3	-5	-1	0	x
C[C@@H]1CN([C@@H](C)CO)C(=O)c2cccc(NC(=O)C3CCOCC3)c2O[C@H]1CN(C)Cc1ccncc1	-13	10	0	-9	20	-1	3
O=C(Nc1ccc(N2CCN(C(=O)c3ccco3)CC2)cc1)c1ccc2c(c1)OCO2	4	x	x	10	x	-8	x
Cc1ccccc1NS(=O)(=O)c1cccc2nonc12	-5	11	5	-3	-5	-10	-2
C[C@@H]1CN([C@H](C)CO)C(=O)CCCn2cc(nn2)CO[C@H]1CN(C)Cc1ccc2c(c1)OCO2	10	-9	1	-7	8	-1	-3
O=S1(=O)C=C(Oc2ccc(F)cc2)c2ccccc21	12	x	x	-7	x	17	x
Cc1cccc(NC(=O)c2nc[nH]c2C(=O)N[C@@H](CC(C)C)C(=O)OC(C)(C)C)c1	13	6	0	-2	-1	3	x
CNC[C@H]1Oc2ccc(NS(=O)(=O)c3ccc(OC)cc3)cc2C(=O)N([C@H](C)CO)C[C@H]1C	1	-11	-2	-2	8	-3	-5
COc1ccc(Cc2c(-c3cccc(Cl)c3)nc3ccc(C)cn23)c(C)c1	-15	-81	0	3	-1	56*	22*

Quoted from the listing.
C[C@@H]1CN([C@H](C)CO)C(=O)CCCn2cc(nn2)CO[C@H]1CN(C)Cc1ccc2c(c1)OCO2 in LGR2 antag → -9
O=S1(=O)C=C(Oc2ccc(F)cc2)c2ccccc21 in FN deposition inh → -7
COc1ccc(Cc2c(-c3cccc(Cl)c3)nc3ccc(C)cn23)c(C)c1 in LGR2 antag → -81
Cc1cccc(NC(=O)c2nc[nH]c2C(=O)N[C@@H](CC(C)C)C(=O)OC(C)(C)C)c1 in Casp6 inh → 0
C[C@@H]1CN([C@@H](C)CO)C(=O)c2cccc(NC(=O)C3CCOCC3)c2O[C@H]1CN(C)Cc1ccncc1 in C2C12 statin → -13

Other entries.
SMILES	C2C12 statin	LGR2 antag	Casp6 inh	FN deposition inh	S100A4 MyoIIA	esBAF inh	SIRT5 inh
O=C(C[C@@H]1C[C@H]2c3cc(NC(=O)c4cccnc4)ccc3O[C@H]2[C@@H](CO)O1)NCc1ccc(Oc2ccccc2)cc1	-1	-11	1	x	-2	-1	-6
CNc1ncc(C(=O)c2ccc(Cl)cc2)s1	9	x	x	5	x	36	x
C[C@@H]1CN([C@H](C)CO)C(=O)c2cc(C#Cc3cccc(F)c3)cnc2O[C@@H]1CN(C)C(=O)c1ccccc1F	-9	0	1	7	14	-2	-9
O=C(O)c1ccccc1C(=O)OCCCc1ccncc1	6	-10	1	-3	8	-6	x
CS(=O)(=O)N(CC(=O)Nc1ccc(S(=O)(=O)N2CCCC2)cc1)c1ccccc1	x	13	1	3	-4	x	-2
COc1cc(C(=O)Nc2cc(-c3cn4cccnc4n3)ccc2C)cc(OC)c1OC	4	8	2	1	-2	-4	-44
COc1ccc(C#Cc2cccc(-c3nc(C(=O)O)cc4c3[C@@H](CCO)N(S(=O)C(C)(C)C)C4)c2)cc1OC (stereo partly drawn)	x	-4	35*	-2	10	6	-5
CC(C)[C@H]1COCn2nncc2CCCC(=O)N1	x	-14	4	-1	3	x	2
CCOc1ccc(NC(=O)CC2SC(=O)N(c3ccccc3)C2=O)cc1 (stereo not drawn)	x	-32	2	-12	-3	x	4
C[C@H](CO)N1C[C@H](C)[C@H](CN(C)S(=O)(=O)c2cccs2)OCCCC[C@H](C)Oc2ccc(NC(=O)Nc3ccccc3)cc2C1=O	x	2	1	4	-3	-2	5
O=C(CCc1c[nH]c2ccccc12)N/N=C/c1ccc2c(c1)OCO2	1	-47	0	6	0	4	5
COC(=O)c1cn(NC(=O)Cc2ccc(Cl)c(Cl)c2)c(=O)c2ccccc12	-3	8	x	-1	x	1	x
CCOC(=O)Cn1cc(C(=O)C(C)(C)C)c2ccccc21	x	-3	-3	4	0	x	x
C[C@H](CO)N1C[C@H](C)[C@H](CN(C)Cc2ccc(C(=O)Nc3ccccc3N)cc2)Oc2ccc(NS(=O)(=O)c3cn(C)cn3)cc2CC1=O	x	-9	2	-8	-3	x	7
C=CCn1c(-c2ccc(Cl)cc2)cnc1SC(C)C(N)=O (stereo not drawn)	x	8	-1	-9	-1	x	-5
CCC(=O)Nc1ccc(N2CCCCC2)cc1	-8	-11	x	x	x	20	x
Cc1ccc(S(=O)(=O)N[C@H]2CC[C@H](CCn3cc(-c4cccnc4)nn3)O[C@@H]2CO)cc1	-5	17	1	x	2	-8	-1
COc1ccc([C@H]2CC(=O)C=C(c3cccc(C#N)c3)C2)cc1	-6	-41	2	-17	1	45*	-2
O=C(NCC(=O)N1CCN(c2cccc(Cl)c2)CC1)c1ccc(Br)o1	-1	26	6	2	-1	-6	1
CN(CCc1nc2ccccc2[nH]1)Cc1nc(CC2CC2)no1	x	-13	-2	-4	1	x	1
COc1ccc(N2CCN(CC(=O)c3c(C)n(C)c4ccc(OC)cc34)CC2)cc1	-16	8	1	2	-4	-8	-1
COc1ccc(-c2csc3nc(-c4cccnc4)nc(N4CCC(C(N)=O)CC4)c23)cc1OC	x	32	6	-1	-4	x	-2
CCOc1ccc(N2CC(C(=O)Nc3ccccc3N3CCOCC3)CC2=O)cc1 (stereo not drawn)	4	x	x	6	x	3	x
Cc1ccc(S(=O)(=O)NCCN(CCNS(=O)(=O)c2ccc(C)cc2)S(C)(=O)=O)cc1	-4	x	x	0	x	10	x
COc1ccccc1C(=O)NCCC(=O)N1CCCC(C)C1 (stereo not drawn)	x	-20	-1	3	0	x	-4
COc1cccc(C(=O)Nc2ccc(C(=O)NCC(C)C)cc2)c1	x	-15	-4	-10	-3	x	-4
O=C(NCc1ccc(Cl)cc1)c1ccc(CNc2c(N3CCCC3)c(=O)c2=O)cc1	1	-6	4	7	1	-3	-2
CN1C(=O)c2cc(NC(=O)c3cccc(F)c3)ccc2OC[C@H]2O[C@@H](CC(=O)NCC3CCCCC3)CC[C@@H]21	48&54	-18&-3	5&5	1&10	0&-7	2&15	-1&0
O=C(COC(=O)COc1ccccc1)NCc1ccccc1	x	-17	2	5	-3	x	4
Cc1ccc(N(C(=O)c2ccco2)C(C(=O)NC2CCCC2)c2ccco2)c(C)c1 (stereo not drawn)	23	-2	3	0	-25	-1	3
CCS(=O)(=O)N1CC(=O)N2[C@H](CO)[C@@H](c3ccc(C#CC4CCCCC4)cc3)[C@H]2C1	x	-5	-1	11	1	x	2
O=C(Cc1c[nH]c2ccccc12)Nc1ccc(Nc2cccnc2)c(-c2ccc(-c3ccccc3)cc2F)c1	x	4	2	3	7	x	x
C[C@@H]1CN([C@@H](C)CO)C(=O)Cc2cc(NC(=O)Cn3cnnn3)ccc2O[C@@H]1CN(C)Cc1ccc(C(F)(F)F)cc1	26	-9	4	x	13	-2	-9
Cc1ccc(C2C3C(=O)N(c4ccc(C)cc4)C(=O)C3N3CCCN23)cc1 (stereo not drawn)	x	2	1	-5	0	x	-7
COCCN(Cc1cc2cc(C)c(C)cc2nc1Cl)C(=O)Nc1ccccc1	-17	4	-1	x	-5	2	-1
CCc1cc(C(=O)N(CC(C)C)c2c(N)n(Cc3ccccc3)c(=O)[nH]c2=O)sc1C	5	11	10	2	-1	x	1
COc1ccccc1-c1nc2s/c(=C\c3cccs3)c(=O)n2n1	7	x	x	6	x	0	x
Cc1ccc(C)c(N2CCN(C(C(=O)NC3CCCC3)c3ccco3)CC2)c1 (stereo not drawn)	x	13	0	1	-2	x	-2
Cc1cccc(C2N=C(N)Nc3nc4ccccc4n32)c1 (stereo not drawn)	-6	-13	0	-5	-3	-1	7
COc1nc(N)c(C#N)c(-c2ccc(N(C)CCC#N)cc2)c1C#N	-27	5	1	-11	3	0	0
CC(C)(C)c1ccc(S(=O)(=O)NC(=O)C2(C)CCN2C(=O)Cc2cc(F)ccc2F)cc1 (stereo not drawn)	-1	-7	0	-3	6	0	3
Cc1nc(C(=O)O)nn1-c1ccc([N+](=O)[O-])cc1	x	-8	-3	3	-2	x	-1
CN(Cc1ccc(F)cc1)C(=O)c1cccc(S(=O)(=O)N2CCN(Cc3ccccc3)CC2)c1	-39	1	0	1	-1	-9	1
CCCn1c(SCC(=O)N2c3ccccc3CCc3ccccc32)nc2c1c(=O)n(C)c(=O)n2C	-12	x	x	2	x	-4	x
CCCCNC(=O)C1CCN(Cc2ccccn2)CC1	6	x	x	1	x	2	x
CNS(=O)(=O)c1cccc(C(=O)OCC(=O)NC2CCCC(C)C2C)c1 (stereo not drawn)	6	-7	-3	-3	0	-3	-2
CCc1nc(Nc2ccc(OC)cc2OC)c2oc3ccccc3c2n1	-3	-14	7	3	0	1	-5
CCC(=O)N(C)C[C@@H]1Oc2cc(-c3ccc(C)cc3)ccc2S(=O)(=O)N([C@@H](C)CO)C[C@@H]1C	40	14	1	1	4	0	-4
COc1ccc2cc3c(N)nn(C(=O)c4ccc(F)cc4)c3nc2c1	15	11	1	-1	-3	-11	-1
COc1cccc(S(=O)(=O)Nc2ccc3c(c2)[C@@H]2C[C@H](CC(=O)N[C@@H](C)c4ccccc4)O[C@@H](CO)[C@@H]2O3)c1	15	-20	1	x	5	-15	-4
Next section.
SMILES	C2C12 statin	LGR2 antag	Casp6 inh	FN deposition inh	S100A4 MyoIIA	esBAF inh	SIRT5 inh
CCSC1=C(C#N)C2(CCCCC2)C(C#N)C(=O)N1 (stereo not drawn)	2	x	x	1	x	-4	x
Cc1noc(C)c1S(=O)(=O)Nc1ccc2c(c1)C(=O)N([C@@H](C)CO)C[C@H](C)[C@H](CN(C)C)OCCCC[C@H](C)O2	x	1	-1	-7	2	2	2
CC1(C)CC(=O)C=C(c2ccc(COC(=O)C(c3ccccc3)c3ccccc3)cc2)C1=O	6	15	-2	x	3	5	-5
CC(=O)Nc1ccccc1C(=O)C(=O)Nc1ccc(Cl)cc1	x	3	-1	17	5	x	x
O=C(C[C@H]1CC[C@H]2[C@@H](COC[C@@H](O)CN2Cc2nccs2)O1)NCc1ccc(Cl)cc1	9	-25	-6	0	6	3	2
Cc1c(NC(=S)Nc2cccc(Cl)c2)c(=O)n(-c2ccccc2)n1C	-9	-8	0	-5	0	2	-9
CN1CCCCN2[C@H](CO)[C@H](c3ccc(-c4cccnc4)cc3)[C@@H]2C1	2	-19	4	x	-9	-2	3
N#C[C@H]1[C@@H](c2ccc(-c3ccccc3F)cc2)[C@@H](CO)N1C(=O)c1ccccn1	-8	10	3	-15	-18	1	-2
CCN1CCN(S(=O)(=O)c2ccc(Cl)c(C(=O)Nc3ccccc3N3CCCCC3)c2)CC1	-3	3	0	1	-4	-5	-2
O=C(CN1C(=O)c2ccc([N+](=O)[O-])cc2C1=O)NC1CCS(=O)(=O)C1 (stereo not drawn)	-4	4	6	9	-6	x	-3
COc1ccc2oc(=O)c(C(=O)NC3CCCCCC3)cc2c1	-9	-77	3	-5	2	1	-2
CCOC(=O)c1ccc(NC(=O)CC2SCCNC2=O)cc1 (stereo not drawn)	-1	x	x	-8	x	22	x
COc1ccc(Oc2cccc(Cl)c2CNC(=O)CCCC(=O)O)cc1	x	-12	0	-4	-5	x	-3
C[C@H](CO)N1C[C@H](C)[C@H](CN(C)S(=O)(=O)c2ccc(C#N)cc2)Oc2ncc(-c3cc4ccccc4o3)cc2C1=O	95*	15	1	-6	-9	7	8

Reformatted: 2 of the compounds above
> CCOC(=O)c1ccc(NC(=O)CC2SCCNC2=O)cc1 (stereo not drawn)
  C2C12 statin = -1; LGR2 antag = x; Casp6 inh = x; FN deposition inh = -8; S100A4 MyoIIA = x; esBAF inh = 22; SIRT5 inh = x
> COc1ccc(Oc2cccc(Cl)c2CNC(=O)CCCC(=O)O)cc1
  C2C12 statin = x; LGR2 antag = -12; Casp6 inh = 0; FN deposition inh = -4; S100A4 MyoIIA = -5; esBAF inh = x; SIRT5 inh = -3
